POLI inh = qHTS for Inhibitors of Polymerase Iota. Pol iota fluorescent replication assay, 10 min. 1% of 390,000 active. DNA polymerase iota (Homo sapiens), Q9UNA4. Potency, µM (top dose mostly 115 µM), for inactives: at the highest dose activity, negative = inhibition, actives largely listed as inhibitors. AID 588590, 2011; note: potency is the fitted concentration of half-maximal effect
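Fluorescent replication assay read twice, at 0 min and 10 min after adding 50 nM (final) substrate. Enzyme (10 nM) and compounds were first incubated 15 min at room temperature; enzyme-free buffer wells were negative controls.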
Pol beta inh = qHTS Assay for Inhibitors of DNA Polymerase Beta. P06746. Pol beta primer extension/strand displacement, fluorescence kinetic. 1.3% of 340,000 active. Potency, µM (doses to about 114 µM), for the others: at the highest dose activity change, negative = inhibition, usual class: inhibitors. AID 485314, 2010; note: potency is the fitted concentration of half-maximal effect; % is set by controls: 0 for no effect and ±100 for the full control effect
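10 nM enzyme + cpd, 15 min RT; start with substrate 50 nM final; read 0 min and after 10 min RT. Corrected, normalized data; 4-parameter Hill curve fit.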
POLK inh = qHTS for Inhibitors of Polymerase Kappa. DNA polymerase kappa (Homo sapiens), Q9UBT6. purified Pol kappa, fluorescent DNA synthesis assay, 10 min. Potency, µM (doses to about 107 µM), for inactives: top-dose activity, negative = inhibition, most hits filed as inhibitors. 0.53% of 400,000 active; note: potency is the fitted concentration of half-maximal effect; % is set by controls: 0 for no effect and ±100 for the full control effect
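50 nM final substrate added after 15 min RT preincubation of 10 nM Pol kappa with compound; fluorescence read at 0 and 10 min.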
BLM inh = qHTS Assay for Inhibitors of Bloom's syndrome helicase (BLM); RecQ-like DNA helicase BLM (Homo sapiens), P54132; 0.2% of 350,000 active; Potency, µM (series often up to 56.1 µM), for inactives: at the highest dose activity change, negative = inhibition, hits mostly inhibitors; recombinant BLM DNA unwinding, fluorescence dequenching;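 note: potency is the fitted concentration of half-maximal effect; plate controls were vehicle for no effect and no enzyme for full effect; nearly all actives have a fitted effect of over 35% in size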
TRHR ag = qHTS for Small Molecule Agonists and Allosteric Enhancers of Human TRH Receptor: Primary Screen for Agonists; 0.18% of 360,000 active; Thyrotropin-releasing hormone receptor (Homo sapiens), P34981; AID 493084, 2011; TRHR cells, calcium flux fluo-8, FDSS agonist mode; activation, % at 2 µM; in the data active = activation above about 30%; note: 0% is about no effect
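Agonist-mode FDSS calcium read (Ex 480/Em 530, 1 s cycles) in 1536-well TRHR cells with fluo-8 dye, after 10-cycle baseline and 23 nL compound addition; TRH at EC20 (10 nM final) added afterwards for the enhancer phase.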
ALOX12 inh = Primary qHTS assay for inhibitors of human arachidonate 12S-lipoxygenase (ALOX12): Round 2; Polyunsaturated fatty acid lipoxygenase ALOX12 (Homo sapiens), P18054; purified 12hLO, xylenol orange hydroperoxide absorbance; Potency, µM (highest dose often 108 µM), for inactives: at the highest dose activity change, negative = inhibition, usual class: inhibitors; 1.1% of 580,000 active; note: potency is the fitted concentration of half-maximal effect; % is set by controls: 0 for no effect and ±100 for the full control effect
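Purified human 12hLO at 150 nM in 25 mM Hepes, 0.01% Triton X-100, pH 7.0, preincubated 15 min at room temperature with compound. Reaction started with 40 uM arachidonic acid, 30 min at room temperature. Hydroperoxide measured by Fe-xylenol orange, 573/405 nm absorbance ratio.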
Anesthetic bind = qHTS Assay for Identification of Novel General Anesthetics; apoferritin/1-aminoanthracene competitive binding, fluorescence; Potency, µM (doses to about 77.5 µM), for the others: at the top dose activity change, negative = displacement, hits mostly inhibitors; 0.074% of 350,000 active; AID 485281, 2010; note: potency is the fitted concentration of half-maximal effect; % is set by controls: 0 for no effect and ±100 for the full control effect; nearly all actives have a fitted effect of over 20% in size
Target sequence (P02791 2-175 limits assumed): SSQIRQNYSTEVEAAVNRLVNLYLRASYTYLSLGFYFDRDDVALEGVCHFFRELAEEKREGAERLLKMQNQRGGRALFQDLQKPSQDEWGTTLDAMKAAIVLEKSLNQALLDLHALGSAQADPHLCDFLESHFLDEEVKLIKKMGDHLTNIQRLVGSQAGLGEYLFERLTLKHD
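Horse-spleen apoferritin (10 uM) was mixed with 50% saturated 1-aminoanthracene in PBS, exposed to compounds for 10 min at room temperature, and read for fluorescence (ex 380 nm, em 535 nm). Competitive displacement was fitted with a four-parameter Hill equation.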
APEX1 inh = qHTS Assay for Inhibitors of the Human Apurinic/apyrimidinic Endonuclease 1 (APE1). DNA repair nuclease/redox regulator APEX1 (Homo sapiens), P27695. recombinant APE1, TAMRA/BHQ-2 abasic DNA cleavage fluorescence. Potency, µM (highest dose often 65.8 µM), without a hit: at the top dose activity change, negative = inhibition, most hits filed as inhibitors. 0.35% of 350,000 active. AID 2517, 2012;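 note: potency is the fitted concentration of half-maximal effect; plate controls were vehicle for no effect and reference inhibitor for full effect; nearly all actives have a fitted effect of over 55% in size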
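Incision of a quenched TAMRA/BHQ-2 THF abasic-site duplex (50 nM) by 0.75 nM APE1, after 15 min compound preincubation, measured as fluorescence increase over three 60 s reads. Values normalized to buffer, DMSO and NSC13755 control wells.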
ERG-DNA inh = qHTS for Small Molecule Inhibitors of the ERG Ets/DNA interaction; 0.028% of 370,000 active; Potency, µM (top dose mostly 76.9 µM), without a hit: at the top dose FP activity, negative = inhibition, hits mostly inhibitors; fluorescence polarization, His-ERG Ets domain / labelled DNA; Transcriptional regulator ERG (Homo sapiens), P11308; active = well fitted inhibition curve with a large enough effect in the polarisation, with a control signal flat; inconclusive = small, poorly fitted or top-dose-only effect, or effect the other way, or a change in a side signal; inactive = no such curve, though single readings can be large or run the other way; the % refers to the polarisation;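 note: polarization taken with two DNA probes labelled with fluorescein and Texas red; potency is the fitted concentration of half-maximal effect; % of control where 0% means no effect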
Target sequence (P11308 whole entry, looked up, the tested form may be a part): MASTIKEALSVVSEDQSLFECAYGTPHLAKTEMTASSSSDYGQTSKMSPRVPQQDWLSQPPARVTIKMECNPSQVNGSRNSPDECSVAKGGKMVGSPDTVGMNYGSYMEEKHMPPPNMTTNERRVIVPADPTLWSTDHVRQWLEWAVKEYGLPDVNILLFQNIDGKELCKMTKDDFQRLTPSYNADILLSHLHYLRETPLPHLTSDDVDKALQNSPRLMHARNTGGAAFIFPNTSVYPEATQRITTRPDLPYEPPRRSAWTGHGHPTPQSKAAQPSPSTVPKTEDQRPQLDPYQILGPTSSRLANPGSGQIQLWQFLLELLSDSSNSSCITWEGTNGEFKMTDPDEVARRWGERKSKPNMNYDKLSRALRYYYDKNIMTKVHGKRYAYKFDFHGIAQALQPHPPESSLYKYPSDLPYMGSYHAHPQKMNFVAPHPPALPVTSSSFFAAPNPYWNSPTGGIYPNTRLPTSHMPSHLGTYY
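His-tagged ERG Ets domain (1 uM in the protein solution; 300mM KCl, 50mM Tris-HCl, 1mM EDTA, 1mM DTT, pH 7.5) received compound, then a probe mix of 5 nM fluorescein-DNA and 100nM Texas-615-DNA. Fluorescence polarization was read for both dyes.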
The depositor's hits bear a star; u = inconclusive; x = not tested or not shown; & = joins results of further samples; [ ] = dose if it differs, or a comment. Unless noted, calls come from the whole dose curve; as a rule, active = well fitted curve in the direction sought with a large enough effect; inconclusive = small, poorly fitted or top-dose-only effect, or another doubt; inactive = no such curve, though single readings can be large; an effect the other way counts as inactive or inconclusive. These rows are one share of the data; rates above refer to the full screens.

SMILES	POLI inh	Pol beta inh	POLK inh	BLM inh	TRHR ag	ALOX12 inh	Anesthetic bind	APEX1 inh	ERG-DNA inh
CCOC(=O)c1nn(-c2ccc(F)cc2)c2nc(Nc3ccccc3)cc(=O)n12	100%[activator]	14%	-20%	-5%	0.1	15%	-10%	2%	6%
CCOC(=O)C1=C(N)Oc2cc(O)ccc2C1c1ccccc1 (stereo not given)	-14%	19%	-20%	-2%	-0.1	0%&-18%	-17%	-20%	-2%
O=C(COc1ccc([N+](=O)[O-])cc1)Nc1cccc2nsnc12	36%[activator]	14%	-18%	-5%	5.0	-16%	4%	5%	19%
O=C(CCCSc1nc2ccccc2[nH]1)N1CCN(c2ccc([N+](=O)[O-])cc2)CC1	7%	4%	1%	2%	-0.4	u	-5%	-5%	2%
CCN(CC(=O)NC1CCS(=O)(=O)C1)c1ccc(S(C)(=O)=O)cc1[N+](=O)[O-] (stereo not given)	10%	18%	-15%	-3%	0.6	148%[activator]	-8%	3%	2%
CCOC(=O)N1CCN(c2c(NCc3ccccc3Cl)c(=O)c2=O)CC1	6%	1%	1%	1%	-0.3	4%	-13%	-1%	18%
Cc1ccc(NC(=O)CNC(=O)c2ccco2)cc1	123%[activator]	u	-7%	1%	-1.1	u	-8%	-14%	14%
O=C(COc1ccc(Cl)cc1Cl)Nc1ccccc1F	16%[58.9 µM]	x	-15%	x	x	u	x	x	-1%
CC(=O)N1CCc2cc(S(=O)(=O)NC(CC(C)C)C(=O)N3CCc4ccccc4C3)ccc21 (stereo not given)	-9%	-5%	-8%	-3%	-0.3	-12%	-20%	-3%	-6%
CN(C)/N=C/c1c(O)ccc2ccccc12	34%[activator]	-6%	-1%	0%	0.3	u	67%[activator]	-1%	7%
COc1ccc(N2C(=O)CCC(C(=O)O)C2c2ccc(F)cc2)cc1 (stereo not given)	6%	17%	-6%	-1%	0.6	u	-6%	16%	5%
COc1ccc(Nc2nc(-c3ccccc3)nc3ccccc23)cc1S(=O)(=O)N1CCOCC1	2%	-2%	11%	-8%	-0.3	0%	62%[activator]	-2%	10%
O=C(c1cccnc1)N1CCN(C(=O)c2ccco2)CC1	4%	17%	-1%[60.1 µM]	3%	0.4	5%	-7%	3%	x
Cc1[nH]c(C)c(S(=O)(=O)NCCc2ccccc2)c1C(=O)N1CCCC1	25%	27%	3%	0%	0.4	-6%	2%	-9%	-3%
CCN(C(=O)CN1CCN(c2cccc(Cl)c2)CC1)c1c(N)n(Cc2ccccc2)c(=O)[nH]c1=O	169%[activator]	-1%	-2%	-9%	0.5	0%	-1%	1%	2%
C=CCN(c1ccc(Cl)cc1)S(=O)(=O)c1cccc(C(=O)O)c1	4%	22%	-18%	1%	1.9	-9%	-10%	1%	7%
O=C(CNC(=O)c1ccc(Br)o1)OCc1ccc(Br)cc1	12%	x	-20%	x	-0.8	3%	x	13%	0%
Cc1cc(C)n(C(=O)c2cc([N+](=O)[O-])cc([N+](=O)[O-])c2)n1	-26%	3%	-3%	-2%	0.1	-29%	-6%	32%	12%
COc1ccccc1OCCn1c(=O)sc2ccccc21	-5%	21%	-8%	0%	0.1	-24%	6%	1%	7%
CCOC(=O)Cc1csc(SCn2nnc3ccccc3c2=O)n1	-4%	-17%	6%	-5%	-0.8	0%	7%	4%	-1%
CCc1ccc([C@@H]2CC=C(C(=O)O)[C@H](c3ccc(Br)cc3)N2S(=O)(=O)c2ccc(C)cc2)cc1	u	x	-23%	x	x	u	x	2%	-3%
CN1CCN(C(=S)NC(CC(=O)c2ccccc2)c2ccccc2)CC1 (stereo not given)	-3%	34%	5%	-1%	0.5	1%	-2%	-3%	-6%
Cc1ccccc1N=C1NC(=O)C(CO)(CO)S1	35%[activator]	-19%	-6%	-2%	0.3	0%	-3%	8%	-13%
CCOc1ccc(Nc2c(S(=O)(=O)c3ccccc3)cnc3ccc(F)cc23)cc1	41%[activator]	-2%	-7%	-12%	-0.3	0%	u	x	4%
O=C(C1CCC(CNc2c(N3CCOCC3)c(=O)c2=O)CC1)N1CCN(c2ccccc2)CC1 (stereo not given)	20%	27%	0%	-12%	0.3	u	-2%	14%	2%
Cc1ccc(OCCNC(=O)/C=C/c2ccccc2)cc1	245%[activator]	11%	-13%	-4%	-0.3	-20%	u	1%	-12%
O=C(O)c1sccc1Oc1ccc(NS(=O)(=O)c2ccc(Cl)cc2)cc1	u	1%	-4%	0%	-0.3	0%	-3%	21%	-5%
CCOc1cc(-c2nc(-c3ccc(OC)cc3)no2)cc(OCC)c1OCC	-5%	28%	-11%	-2%	0.7	2%	-8%	13%	4%
Cc1cccc([N+](=O)[O-])c1NC(=O)COC(=O)C1CC2CCCC(C1)C2=O (stereo not given)	12%	x	7%	x	0.2	3%	x	15%	-5%
CC1(C)C(Cl)C(=O)C(C(=O)c2ccccc2)C(=O)C1Cl (stereo not given)	7%	10%	-7%	-2%	0.0	-15%	-3%	-2%	8%
CCOc1ccc(C(=O)Nc2ccc3oc(-c4ccc5ccccc5c4)nc3c2)cc1	17%	22%	1%	-2%	0.2	-2%	-1%	x	3%
CCCCN1C(=O)C(=O)N(CC(=O)Nc2cc(Cl)ccc2OC)C1=O	-6%	x	-12%	x	1.0	-19%	x	10%	-3%
CCOc1ccc(NC(=O)C2CC(=O)N(CCc3ccc(OC)c(OC)c3)C2)cc1OCC (stereo not given)	19%	x	15%	x	-3.0	16%	x	0%	4%
COc1ccc(C(=O)Nc2ccc(OCC(=O)N3CCOCC3)cc2)c(OC)c1OC	133%[activator]	2%	-16%	-9%	-0.2	0%	-8%	39%	-15%
CCN(CC)c1cccc(OCC(=O)N2c3ccccc3CC2C)c1 (stereo not given)	-24%	x	3%	x	0.0	u	x	-13%	9%
COc1cccc(C(=O)NCC(=O)OCC(=O)c2ccccc2)c1	0%	33%	-16%	3%	1.0	-26%	6%	2%	-4%
Cc1ccc(S(=O)(=O)N2CCN(c3nc(C)nc4sc(C)c(C)c34)CC2)cc1	x	-3%	x	0%	-0.3	x	4%	u	x
COc1cccc(-c2nc(CS(=O)(=O)CC(=O)NC3CCCc4ccccc43)c(C)o2)c1 (stereo not given)	19%	12%	-21%	-5%	-0.3	3%	u	1%	4%
C=CCOC(=O)N1CCC2CC1c1cc(-c3cccc(C)c3)ccc12 (stereo not given)	2%	x	-2%	x	x	2%	x	x	-6%
COc1cc(NC(=O)CCCOc2ccc(Cl)cc2Cl)c(C(=O)O)cc1OC	41%[activator]	4%	-3%	-6%	0.0	4%	0%	-4%	6%
Cc1ccc(SCC(=O)Nc2ccc(-c3nnc(-c4ccco4)o3)cc2)cc1	-10%	50µM*	u	-14%	x	8%	-18%	-6%	-4%
Cc1nc2ccc(NC(=O)c3ccc(=O)[nH]c3)cc2s1	-14%	56%	8%	1%	-1.4	u	-3%	-20%	13%
